Bioassay records deposited in PubChem BioAssay by Sanford-Burnham Center for Chemical Genomics.
STEP inh = STEP phosphatase inhibitors, primary screen, biochemical, fluorescence intensity, uHTS. Tyrosine-protein phosphatase non-receptor type 5 (Homo sapiens), P54829. recombinant STEP, OMFP fluorogenic substrate. inhibition, % at 20 µM. 360,000 compounds, 0.25% hits;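 active means inhibition at 20 µM, scaled per plate between control wells, above about 37%, limit read from the data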;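 further: 0% = DMSO with enzyme and substrate and 100% = substrate only without enzyme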
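medium = Bis-Tris buffer pH 6.0, 2.5 mM DTT, 0.005% Tween 20 | test system = STEP (striatal-enriched tyrosine phosphatase) enzyme, cell-free | measure = normalized % inhibition | compound dosing = 20 µM, 1% DMSO | also added = 25 µM OMFP | schedule = reaction 20 min, ambient temperature | measured by = fluorescence read at 480 nm ex / 540 nm em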
LMPTP block = LMPTP phosphatase inhibitors, primary screen, biochemical, fluorescence intensity, uHTS; AID 651560, 2012; inhibition, % at 20 µM; 360,000 compounds, 0.22% hits; recombinant LMPTP-A, OMFP fluorogenic substrate;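 active means compounds that cut the enzyme signal by at least half of the control window in the single-dose screen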;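 further: plate controls were DMSO wells with enzyme plus substrate for no effect and substrate without enzyme for full effect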
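Buffer or medium: Bis-Tris pH 6.0, DTT, detergent; Assay system: LMPTP-A enzyme; Quantity: 0.625 nM enzyme; Detection: endpoint fluorescence intensity; Times: 50 min dark incubation at room temperature; Controls: substrate-only low control, DMSO enzyme-plus-substrate high control; Doses: single 20 µM dose; Read-out: percent inhibition versus substrate-only and uninhibited controls; Reagent: 400 µM OMFP.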
Scp1 inh = Scp-1 phosphatase inhibitors, primary screen, biochemical, colorimetric, uHTS. Carboxy-terminal domain RNA polymerase II polypeptide A small phosphatase 1 (Homo …. Recombinant Scp1, phosphopeptide, malachite green phosphate absorbance. inhibition, % at 20 µM. 340,000 compounds, 0.88% hits;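 active means inhibition above about 50% at 20 µM, limit read from the data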;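 further: plate controls were DMSO wells with enzyme for no effect and wells lacking enzyme for full effect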
Target sequence (Q9GZU7 76-261 limits assumed): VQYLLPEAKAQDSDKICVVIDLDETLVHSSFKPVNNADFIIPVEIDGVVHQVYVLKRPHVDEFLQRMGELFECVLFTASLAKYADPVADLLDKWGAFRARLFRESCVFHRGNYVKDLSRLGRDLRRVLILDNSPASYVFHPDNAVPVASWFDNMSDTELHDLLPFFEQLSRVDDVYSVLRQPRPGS
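assay system = SCP-1 phosphatase catalytic domain, residues 76-261 | buffer or medium = 50 mM Tris acetate pH 5.5, 0.005% Tween-20, 10 mM MgCl2 | incubation = enzyme reaction 45 min at room temperature, colour 5 min, stabilisation 30 min | signal = Phosphate-binding colour reagent, absorbance read at 630 nm | measure = % inhibition at 20 µM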
NadD inh = inhibitors of S. aureus NadD, primary screen, biochemical, colorimetric, uHTS; AID 602399, 2012; Nicotinate-nucleotide adenylyltransferase NadD (Staphylococcus aureus N315); purified NadD enzyme, colorimetric absorbance read-out; inhibition, % at 20 µM; 360,000 compounds, 0.78% hits; in the data active means inhibition above about 26%; further: some compounds past the cut are filed as inactive
SUMO1 PPI mod = modulators of SUMO1 protein-protein interactions, primary screen, biochemical, uHTS; 360,000 compounds, 0.33% hits; Small ubiquitin-related modifier 1 (Homo sapiens), P63165; inhibition, % at 20 µM; SUMO1 binding to a labelled peptide, TR-FRET, 1 h; AID 602429, 2012; in the data active means inhibition above about 37%
MT1-MMP act inh = blockers of MT1-MMP proenzyme processing, primary screen, HT1080 RFP-PRO-GFP cells, GFP/RFP fluorescence | GFP/RFP ratio change, % at 20 µM | Matrix metalloproteinase-14 (Homo sapiens), P50281 | 360,000 compounds, 0.061% hits | GFP/RFP ratio fluorescence, overnight; percent of plate control window, DMSO zero;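 active means GFP/RFP ratio change of at least 30% with cell ATP level not reduced by more than half and red fluorescence within 50% of control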; further: strong numbers were not always called active
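Assay system: HT1080 cells carrying an RFP-PRO-GFP reporter | Dosing: Single dose of 20 µM compound, 1% DMSO final | Incubation: Cells overnight before dosing, compound overnight, 37 °C, 5% CO2 | Evaluation: GFP/RFP fluorescence ratio | Control set: DMSO and RFP-L50D-GFP cell wells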
SKN-1 block = suppressors of acrylamide-induced Pgst-4::GFP reporter in worms, primary screen, SKN-1 inhibitor project, whole organism, uHTS, GFP/RFP fluorescence ratio, strain VP596. C. elegans VP596 Pgst-4::GFP/RFP ratio, 24 h. inhibition, % at 21.8 µM. 360,000 compounds, 0.49% hits;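 active means interference check ratio from 0.5 to 1.5 plus GFP to RFP signal ratio inhibition reaching or exceeding a fixed threshold, cut at about 30% in these data, passing the limit was not always enough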; further: some compounds called inactive have numbers as strong as hits
Rpn11 inh = Rpn11 (PSMD14) deubiquitinase inhibitors, primary screen, biochemical, fluorescence polarization, uHTS; 26S proteasome non-ATPase regulatory subunit 14 (Homo sapiens), O00487; human 26S proteasome, Ub4-pepOG fluorescence polarization; 20S core pre-blocked with epoxomicin; calls only at 20 µM; 360,000 compounds, 0.59% hits; AID 588493, 2011;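 active means inhibition at 20 µM, scaled to each plate's controls, above about 33%, limit read from the data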
DNMT1 inh = human DNMT1 methyltransferase inhibitors, primary screen, biochemical, molecular beacon, fluorescence, HinP1I cleavage, uHTS; DNA (cytosine-5)-methyltransferase 1 (Homo sapiens), P26358; inhibition (reported as % activation of signal), % at 10 µM; 360,000 compounds, 0.83% hits; AID 588458, 2011; in the data active means inhibition above about 50%
CendR NRP1 mod = modulators of CendR peptide binding to NRP-1, primary screen, biochemical, fluorescence polarization, uHTS; Neuropilin-1 (Homo sapiens), O14786; FAM-RPARPAR peptide binding to NRP-1; 360,000 compounds, 0.85% hits; inhibition, % at 25 µM; AID 602438, 2012;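 active means inhibition or corrected inhibition above about 18%, plus a signal ratio from 0.5 to 1.5, limit read from the data, passing the limit was not always enough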; further: strong numbers were not always called active
Target sequence (O14786 whole entry, looked up): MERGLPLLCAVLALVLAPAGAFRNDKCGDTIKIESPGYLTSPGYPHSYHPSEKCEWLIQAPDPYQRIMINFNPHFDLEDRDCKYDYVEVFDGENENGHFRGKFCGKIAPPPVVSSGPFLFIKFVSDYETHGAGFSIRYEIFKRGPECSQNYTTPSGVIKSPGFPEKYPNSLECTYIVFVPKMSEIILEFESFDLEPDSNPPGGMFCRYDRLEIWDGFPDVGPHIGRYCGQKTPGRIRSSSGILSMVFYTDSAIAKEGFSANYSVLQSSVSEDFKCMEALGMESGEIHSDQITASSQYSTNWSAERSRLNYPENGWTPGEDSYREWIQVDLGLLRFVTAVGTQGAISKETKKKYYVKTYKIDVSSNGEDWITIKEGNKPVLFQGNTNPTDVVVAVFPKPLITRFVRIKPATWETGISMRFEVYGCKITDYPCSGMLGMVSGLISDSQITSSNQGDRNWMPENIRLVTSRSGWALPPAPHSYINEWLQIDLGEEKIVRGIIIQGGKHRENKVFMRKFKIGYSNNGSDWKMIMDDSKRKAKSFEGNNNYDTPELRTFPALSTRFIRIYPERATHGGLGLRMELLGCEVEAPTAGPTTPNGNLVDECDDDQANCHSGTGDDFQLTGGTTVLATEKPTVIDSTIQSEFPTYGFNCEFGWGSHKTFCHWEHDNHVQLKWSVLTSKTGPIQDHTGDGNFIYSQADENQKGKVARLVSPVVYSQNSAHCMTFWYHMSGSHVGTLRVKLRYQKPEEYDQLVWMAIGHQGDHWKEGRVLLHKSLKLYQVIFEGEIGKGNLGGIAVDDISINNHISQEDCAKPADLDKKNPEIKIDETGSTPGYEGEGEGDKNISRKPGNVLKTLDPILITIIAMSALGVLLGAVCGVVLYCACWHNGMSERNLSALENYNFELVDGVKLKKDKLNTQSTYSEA
Active calls of the source: *; i = inactive; x = no result given. Hits appear at their usual frequency; any-hit rate near 3.9%.

SMILES	STEP inh	LMPTP block	Scp1 inh	NadD inh	SUMO1 PPI mod	MT1-MMP act inh	SKN-1 block	Rpn11 inh	DNMT1 inh	CendR NRP1 mod
CCOc1ccc(C2CC(=O)NC(SCC(=O)OC)=C2C#N)cc1 (configuration not stated)	-3	-1.0	-10	-2	-6	3	-5	i	-4	3
COc1ccc(C(=O)COC(=O)c2ccc(Cl)nc2)c(OC)c1	2	2.5	13	-5	8	-2	6	i	6	-5
COc1cc(/C=C2\SC(N3CCCCC3)=NC2=O)cc(OC)c1OC	0	0.8	-6	-3	-16	6	13	i	0	10
CCOc1nc2ccccc2nc1C	-2	-1.1	-5	6	25	2	22	i	6	-10
c1ccc(-c2ccccn2)nc1	-2	-1.1	-6	6	1	-2	-9	i	1	-1
COc1ccc(-c2cc(=O)oc3cc(OCC(=O)N(C)C)ccc23)cc1	-1	-1.1	-8	4	-26	-8	37*	i	3	2
Cc1ccc(S(=O)(=O)N2CCN(S(=O)(=O)N3CCCCC3)CC2)cc1C	-3	-0.8	-1	-5	5	-1	9	i	4	4
Cc1c(C)n(C)c2ccc(C(=O)NCCN3CCOCC3)cc12	1	1.5	3	-2	-4	2	50*	i	-2	-10
CC1=C(C(=O)Nc2cc(C)ccc2C)C(c2cccs2)NC(=S)N1 (configuration not stated)	-3	-0.4	-8	1	5	5	-9	i	1	-15
Cc1ccc(S(=O)(=O)N2CCC(=O)N(C(COCc3cccc(Cl)c3)C(C)C)CC2)cc1 (configuration not stated)	3	0.7	-11	-3	1	-2	2	i	-4	6
CC(C)(C)c1cc(CCC(=O)NCc2ccncc2)cc(C(C)(C)C)c1O	-2	-0.6	-6	-9	2	-7	11	i	4	16
S=c1nccc(-c2cccs2)[nH]1	3	-0.7	-12	-6	-25	5	1	i	2	-12
O=C(N/N=C/C(Cl)=C\c1ccccc1)c1ccco1	2	-1.0	-4	-2	-22	5	31	i	-2	-10
CCOc1ccc(NC(=O)CN(C)C(=O)c2ccccc2OCc2c(C)noc2C)cc1OCC	-2	-10.0	-9	3	-111	3	7	i	-14	9
Cc1ccc(S(=O)(=O)N2CCOCC2)cc1NC(=O)CNC(C)c1ccccc1 (configuration not stated)	-2	-1.2	0	0	-3	1	-7	i	-1	-7
CCOC(=O)C(C(=O)OCC)C(Nc1cccc(Br)c1)c1ccccc1 (configuration not stated)	-2	-0.3	-12	12	-2	3	15	i	-1	-1
COc1cc(/C=N/NC(=O)c2cc(-c3cccc(OC(C)C)c3)nc3ccccc23)ccc1O	-3	4.1	3	19	-5	1	-1	i	-11	-6
CC(C)(CNC(=O)c1ccc(S(=O)(=O)Nc2ccc(Cl)cc2)cc1)N1CCOCC1	-1	0.3	0	-2	3	3	18	i	-1	6
Cn1c(O)c(N=Nc2ccc(F)cc2)c2ccccc21	-2	3.2	-5	-4	-16	-6	4	i	-3	20
CCOc1cc(/C=N/O)ccc1OCc1ccccc1F	2	-1.6	1	-6	3	-6	-5	i	1	-7
CC(C)CN1CCC(=O)NC1=S	-1	-0.2	-5	2	4	1	0	i	0	-10
CC(C)(C)NC(=S)N/N=C/c1cccnc1	-2	2.3	-7	-5	-3	0	-4	i	7	8
Cc1ccc(S(=O)(=O)NCCc2nnc3ccc(SCC(=O)Nc4nc(C)cs4)nn23)cc1	0	-2.1	5	2	-1	-1	7	i	4	-3
O=C(O)CCN(Cc1ccccc1)S(=O)(=O)c1c(Cl)cccc1Cl	5	-0.6	2	-5	-1	5	2	i	0	-3
S=c1[nH]nc(COc2ccc(Cl)cc2)n1Cc1ccccc1	-2	-0.2	-3	-2	-7	1	6	i	0	-2

Reprinted from the part before: 2 compounds, followed by the next part.
SMILES	STEP inh	LMPTP block	Scp1 inh	NadD inh	SUMO1 PPI mod	MT1-MMP act inh	SKN-1 block	Rpn11 inh	DNMT1 inh	CendR NRP1 mod
O=C(O)CCN(Cc1ccccc1)S(=O)(=O)c1c(Cl)cccc1Cl	5	-0.6	2	-5	-1	5	2	i	0	-3
S=c1[nH]nc(COc2ccc(Cl)cc2)n1Cc1ccccc1	-2	-0.2	-3	-2	-7	1	6	i	0	-2
O=C(c1ccc2c(c1)N(Cc1ccc(F)cc1)CCS2)N1CCOCC1	1	0.3	-4	0	3	-3	11	i	0	14
Cc1nnc(NC(=O)COc2ccccc2)s1	-3	-1.0	-2	4	-4	-1	3	i	4	-5
O=C(CCl)Nc1cccc2ncccc12	-4	12	-21	6	-6	-1	3	i	0	-13
CCOC(=O)c1ccc(NC(=O)C2CC2)cc1	-1	-0.1	0	-10	-1	10	12	i	-11	14
COc1ccccc1NS(=O)(=O)c1cc(NC(=O)C(C)C)ccc1N1CCCCC1	3	2.1	-4	10	-4	-3	-1	i	-10	10
C=CC[C@@H](CC(=O)N[C@H](CO)Cc1ccccc1)C(=O)N[C@@H](COC(=O)[C@@H](CC=C)CC(=O)OC(C)(C)C)Cc1c[nH]c2ccccc12	1	0.2	-8	-2	4	0	4	i	6	11
NC(=O)CC(NC(=O)c1ccccc1)c1ccc(N2CCC(Cc3ccccc3)CC2)c([N+](=O)[O-])c1 (configuration not stated)	1	2.5	0	-3	-6	15	9	i	11	2
CC(C)NC(=O)C1CCN(C(=O)c2cc3sccc3n2Cc2ccc(F)cc2)CC1	2	-0.2	-4	2	3	-8	8	i	-3	3
O=C(NCC(=O)N1CC(O)CC1C(=O)N1CCCC1C(=O)OCc1ccccc1)OCc1ccccc1 (configuration not stated)	1	-1.0	-1	1	-1	6	10	i	1	-2
COc1ccccc1S(=O)(=O)Cc1ccc(C(=O)NCCCN2CCN(c3ccc(F)cc3)CC2)o1	-4	-1.9	-2	-5	-2	0	11	i	-4	1
CC(C)(C)c1nnc2sc(SCC(=O)c3ccccc3)nn2c1=O	2	-1.7	0	5	-1	6	7	i	-4	-26
O=C(NCc1ccc(F)cc1)C1CCCN(S(=O)(=O)c2ccc(Br)s2)C1 (configuration not stated)	2	1.6	-14	-7	7	-5	-3	i	-3	-1
Cc1ccc(OCC(=O)NCCNC(=O)c2cnccn2)cc1	-2	-0.3	4	4	3	-2	8	i	-4	1
O=C(CCNC(=O)c1ccccc1Cl)Nc1nnc(C2CC2)s1	-1	-1.6	-1	-2	5	-1	-3	i	-1	3
C[C@H](NC(=O)c1ccc2ccccc2c1)C(=O)N1CCC2(CC1)NCCc1[nH]cnc12	2	-0.8	-9	-4	-9	0	10	i	-1	7
CCN(Cc1ccccc1)C(=O)C(=O)c1cn(CC(=O)N2CCCC2)c2ccccc12	1	-2.6	7	1	-1	4	10	i	0	-5
CCn1nnnc1SCC(=O)c1cc(OC)ccc1OC	-3	-0.6	-3	-1	-4	2	8	i	5	12
COc1cccc(CNC(=O)C2CCC(=O)N(C3CC3)C2)c1OC (configuration not stated)	0	-0.9	-3	-2	-5	3	11	i	0	1
Cc1nc(-c2ccc(F)cc2)c(CC(=O)Nc2cc(S(=O)(=O)N3CCCCC3)ccc2C)s1	-4	-0.8	5	7	4	1	-16	i	-6	5
O=C(CC[C@H]1O[C@@H](n2ccc(=O)[nH]c2=O)[C@H](O)[C@@H]1O)N[C@H](Cc1ccccc1)C(=O)NCc1ccc2c(c1)OCO2	-1	-0.6	x	-9	-1	6	-2	i	0	-2
Cc1ccc(NC(=O)CN(C)S(=O)(=O)c2ccc3c(c2)c(=O)n(C)c(=O)n3C)cc1	-1	-1.5	11	-5	9	0	4	i	-1	0
Cc1ccc(S(=O)(=O)Nc2ccc3c(c2)ncn3C(C)(C)C)cc1	2	-0.1	-8	9	3	3	16	i	1	-6
CC1=C(C(=O)OCc2ccccc2)C(c2cccc([N+](=O)[O-])c2)NC(=O)N1C (configuration not stated)	-1	0.3	-2	1	-14	6	12	i	0	-6
CC1=CC(=O)C=CC1(C)C(Cl)(Cl)Cl (configuration not stated)	-1	-2.2	-11	4	-2	-1	20	i	1	0
Cc1cccc(OCC(=O)N(Cc2ccc(N(C)C)cc2)C2CCS(=O)(=O)C2)c1 (configuration not stated)	1	0.5	3	-1	-2	3	-4	i	-6	-12
SMILES	STEP inh	LMPTP block	Scp1 inh	NadD inh	SUMO1 PPI mod	MT1-MMP act inh	SKN-1 block	Rpn11 inh	DNMT1 inh	CendR NRP1 mod
O=C(CN1CCN(S(=O)(=O)c2ccccc2)CC1)NC(=O)NCc1ccco1	1	-1.7	21	-2	-3	1	-7	i	0	-14
O=C(NC1CCCCC1)C(c1ccc(F)cc1)N(Cc1ccc2c(c1)OCO2)C(=O)c1cnsn1 (configuration not stated)	-4	1.3	-7	-2	-3	0	20	i	2	6
COC(=O)c1cc(Br)c(=O)n(-c2ccc(F)cc2)c1	1	-1.5	-2	0	-4	2	5	i	6	16
O=C(c1cccnc1)N1N=C(C2CCCCC2)CC1(O)C(F)(F)F (configuration not stated)	0	-0.4	1	-7	2	-1	6	i	3	-4
O=C1Nc2ccc(NS(=O)(=O)c3cccs3)c3cccc1c23	6	-0.1	1	1	-3	9	-4	i	0	-4
COc1cccc2cc(-c3ccccc3)oc12	0	3.8	-7	-4	-2	-2	19	i	2	7
CCOC(=O)c1ccccc1NC(=S)N1CCN(C(=O)c2ccco2)CC1	3	0.9	-1	3	1	-2	-6	i	2	7
O=c1[nH]c(=S)[nH]c2nc(-c3ccccc3)cnc12	2	-2.0	-13	-2	-19	5	8	i	0	-4
Cc1cccc(CSCc2ccc(C(=O)NC3CCCC3)o2)c1	-2	2.0	-11	-4	-3	2	0	i	1	-5
O=C(NCc1cccnc1)c1cc(S(=O)(=O)N2CCCCC2)ccc1Cl	-2	-1.3	-5	2	3	0	-7	i	3	-6
